# SIRT5 inh = blocks human SIRT5 desuccinylation of peptide; Purified SirT5, succinyl-peptide AMC, trypsin-coupled fluorescence; AID 652115; inhibition, % at 15 µM; actives 1.1% (n = 330,000); in the data active means inhibition above about 15%; inconclusive means no clear call, values can overlap the other calls
# Target sequence (Q9NXA8 whole entry, looked up): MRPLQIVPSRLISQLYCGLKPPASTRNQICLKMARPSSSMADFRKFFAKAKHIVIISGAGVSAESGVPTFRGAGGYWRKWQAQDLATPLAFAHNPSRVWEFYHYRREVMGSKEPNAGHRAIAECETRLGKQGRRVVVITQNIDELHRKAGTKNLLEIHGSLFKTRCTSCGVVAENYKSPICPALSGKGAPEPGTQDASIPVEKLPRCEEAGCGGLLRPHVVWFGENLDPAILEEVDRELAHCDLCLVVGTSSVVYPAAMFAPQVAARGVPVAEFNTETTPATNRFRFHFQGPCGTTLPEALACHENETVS
# PGC1a acetyl inh = modulators of PGC1a acetylation | AID 651687 | actives 0.17% (n = 350,000) | inhibition, % at 15.6 µM | U2OS PGC1a acetylation, AlphaScreen anti-acetyl-lysine; with virally co-expressed GCN5 acetyltransferase;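 active means every replicate shows inhibition of at least 40%; inconclusive means mean inhibition at least 40% but some replicate below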;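 further: 0% = neutral control wells and 100% = positive control wells; some results beyond the cut were filed as inactive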
# Xi reactivation = X-chromosome reactivation activator; XiGFP mouse fibroblasts, % GFP-positive cells imaging, 3 d; cells co-treated with 5-aza-dC sensitizer; scaled so ellipticine positive control = 100%; activation, % at 7.58 µM; actives 0.055% (n = 360,000);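 active means mean normalized replicate activation at least 10% and every replicate at or above 10%; inconclusive means only one of the two criteria met; inactive means mean below 10% and not all replicates reach 10%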;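 further: 0% = median of on-plate neutral control wells and 100% = ellipticine 6 µM median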
#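 System: XiGFP fibroblasts, SV40-immortalized. Medium: DMEM plus 5-aza-dC sensitizer. Doses: single point. Timing: 3 d treatment, 15 min room-temperature fixation. Control set: ellipticine 6 µM.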
# Statin myotox sup = suppressors of simvastatin-induced myotoxicity in C2C12 myotubes; ATP luminescence, 48 h; scaled: DMSO 0, geranylgeraniol control 100; actives 0.78% (n = 330,000); rescue of ATP level, % at 7.49 µM; AID 602340;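 active means mean ATP rescue above about 67%, or every replicate alone reaching that limit, limit read from the data, passing the limit was not always enough; inconclusive means no clear call, values can overlap the other calls; inactive means mean under the limit and some replicate under it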;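 further: myotubes were challenged with 10 µM simvastatin during compound exposure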
# S100A4 inh HTS = S100A4-myosin IIA interaction inhibition. P26447. S100A4/TAMRA-MyoIIA peptide fluorescence polarization. inhibition, % at 10.7 µM. actives 0.14% (n = 360,000). AID 652163;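 active means mean inhibition of at least 70% across replicates, with every replicate also reaching that level; inconclusive means mean inhibition reaches 70% but some replicates fall short; inactive means mean inhibition below 70%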
# Target sequence (P26447 whole entry, looked up): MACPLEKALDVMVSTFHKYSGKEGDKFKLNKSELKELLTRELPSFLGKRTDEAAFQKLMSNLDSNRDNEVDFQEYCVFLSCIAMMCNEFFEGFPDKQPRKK
#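 Material: S100A4 monomer protein / Buffer or medium: 50 mM HEPES pH 7.2, 10 mM CaCl2, 100 mM KCl / Times: 5 min incubation before reading / Benchmarks: neutral control DMSO, positive control TFP / Reagent: labelled myosin peptide probe, 5 nM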
# LGR2 antag = inhibitors of bursicon-induced Drosophila LGR2 receptor cAMP signaling; actives 0.35% (n = 380,000); inhibition, % at 9.99 µM; HEK293 LGR2, CRE-luciferase, bursicon-stimulated, 4 h;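 active means drop in luminescence signal, shown as inhibition above about 50% in the replicate tests, limit read from the data, passing the limit was not always enough; inconclusive means probably only some replicates passing the limit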;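 further: agonist challenge used bursicon conditioned medium at about half maximal strength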
# ERAP1 inh = inhibitors of human ERAP1 aminopeptidase; inhibition, % at 10.7 µM; recombinant ERAP1, Leu-AMC fluorescence, 60 min; AID 652197; actives 0.15% (n = 340,000);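 active means mean replicate inhibition of at least 30%, or all replicates individually reaching that 30% level; inactive means mean below 30% and not every replicate reaching it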;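 further: 0% = neutral control wells and 100% = L-leucinethiol positive control wells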
# Cneo AK release = causes C. neoformans cell lysis. adenylate kinase release luminescence, 4 h; normalised: neutral wells 0, clomiphene wells 100. lysis activity, % at 15 µM. actives 0.2% (n = 360,000). AID 651654;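 active means mean lysis activity across replicates of at least 80%, whatever share of replicates individually reach that level; inactive means mean lysis activity below 80%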
#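 Schedule: static 4 h at 37 °C with compound, 1 h detection; system: C. neoformans cells; benchmarks: Clomiphene as positive control; buffer or medium: fresh YPD medium; measure: luminescence rise reflecting yeast cell lysis; measured by: luminescent adenylate kinase detection reagent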
# An asterisk follows results filed as active; ? = inconclusive; . = not tested or not shown.
# Value order: SIRT5 inh, PGC1a acetyl inh, Xi reactivation, Statin myotox sup, S100A4 inh HTS, LGR2 antag, ERAP1 inh, Cneo AK release
- Cc1cccc(-c2ccc([C@@H]3[C@H](CO)N4CCCCN(S(=O)(=O)c5cn(C)cn5)C[C@@H]34)cc2)c1
  -1, -8, 4.7, ., 4, -7, 1, -1
- O=C(CSc1ccc(-c2ccc(Cl)cc2)nn1)Nc1ccc2c(c1)OCCO2
  12, 6, 0.0, 7, 11, 6, -1, -1
- CC(=O)N1c2ccc(S(=O)(=O)N3CCCC3C(=O)Nc3ccc(C)cc3)cc2CC1C (configuration not stated)
  -6, -9, 0.1, -2, 6, -12, 1, -3
- Cc1nnc(SCC(=O)N2CCN(C(=O)c3ccco3)CC2)n1C
  -4, 8, -0.1, 4, -1, 3, 6, 1
- Cn1c(SCC(=O)NC2CCCc3ccccc32)nnc1C1CC1 (configuration not stated)
  -1, 4, -0.1, 11, 1, -10, -4, 0
- Clc1cccc(-c2nnc3n2CCCCC3)c1
  -1, ., 0.2, ., -3, 6, 5, .
- COc1cccc(CNC(=S)NC2CC2)c1
  -2, ., -0.1, ., -3, 8, -2, .
- CCOc1ccc(S(=O)(=O)N2CCCCC2)cc1NC(=O)C1CSC2(C)CCC(=O)N12 (configuration not stated)
  -3, 11, 0.0, -2, -3, 4, 0, 0
- CN1CCN(C(=S)NCCc2ccccc2)CC1
  0, 0, ., -1, -3, -5, 1, 2
- COc1ccc(CNC(=O)C[C@H]2C(=O)N(C3CCCCC3)C[C@@H]2Cc2ccccc2)cc1
  -4, 3, 0.0, 10, -13, -12, 1, 1
- CCC(C)NC(=O)CSc1nnc(-c2ccc(Cl)cc2)n1N (configuration not stated)
  3, 8, 0.1, ., 5, 30, -3, .
- Cc1sc2nc(CSCC(=O)N3CC(C)OC(C)C3)[nH]c(=O)c2c1C (configuration not stated)
  -1, -6, -0.8, -8, -3, 24, 4, .
- Cn1c(-c2ccc(F)cc2)cnc1SCC(=O)Nc1ccccc1
  1, ., 0.0, ., 0, -33, -2, .
- CCCNC(=O)c1cc(C2CCCN(C(=O)C3CC3)C2)on1 (configuration not stated)
  1, -8, -0.1, -5, 2, -11, 1, 6
- CC(=O)N1[C@@H]2c3ccc(C4=CCCC4)c(=O)n3C[C@H]1[C@H](CO)[C@H]2C(=O)NC1CCC1
  -15, ., 0.0, 11, 0, 3, 0, -4
- COc1ccccc1N1CCN(C(=O)CSc2nc(N)cc(=O)[nH]2)CC1
  ., 0, ., 9, ., -10, ., 0
- Cc1ccccc1S(=O)(=O)NCC[C@@H]1CC[C@@H](NC(=O)C2CCC2)[C@H](CO)O1
  1, 21, -0.3, -2, 3, 24, -1, -3
- CC(C)NC(=O)Nc1ccc2c(c1)C(=O)N([C@H](C)CO)C[C@@H](C)[C@H](CN(C)C(=O)c1ccncc1)OCCCC[C@H](C)O2
  0, 7, 0.2, ., 0, 10, 4, 1
- O=C(NCc1cccs1)C1C(=O)Nc2ccccc2C(=O)N1Cc1ccccc1 (configuration not stated)
  0, ., 0.0, ., -4, 0, -2, .
- CN(C)S(=O)(=O)c1cccc(-c2csc(N/N=C/c3ccco3)n2)c1
  -3, -2, 0.1, -4, -9, -9, -1, -1

# 2 entries drawn at random from those above:
# Value order: SIRT5 inh, PGC1a acetyl inh, Xi reactivation, Statin myotox sup, S100A4 inh HTS, LGR2 antag, ERAP1 inh, Cneo AK release
- Cc1cccc(-c2ccc([C@@H]3[C@H](CO)N4CCCCN(S(=O)(=O)c5cn(C)cn5)C[C@@H]34)cc2)c1
  -1, -8, 4.7, ., 4, -7, 1, -1
- Cc1nnc(SCC(=O)N2CCN(C(=O)c3ccco3)CC2)n1C
  -4, 8, -0.1, 4, -1, 3, 6, 1

# (listing goes on)
# Value order: SIRT5 inh, PGC1a acetyl inh, Xi reactivation, Statin myotox sup, S100A4 inh HTS, LGR2 antag, ERAP1 inh, Cneo AK release
- CCOc1ccc(CN2CCN(CCCn3cccn3)CC2CCO)cc1 (configuration not stated)
  -1, -8, -0.1, 6, -1, 0, ., .
- CCCNC(=O)N(C)C[C@H]1Oc2ncc(C#CCC3CCCC3)cc2C(=O)N([C@@H](C)CO)C[C@H]1C
  -2, -4, 0.1, ., -3, -27, -1, -5
- CCOC(=O)C1=C(COC(=O)c2ccccc2OC(F)F)NC(=O)NC1C (configuration not stated)
  4, ., -0.7, 0, -2, 20, -1, 4
- O=C(O)C1=CCC=CC1C(=O)O (configuration not stated)
  0, -2, 0.1, 5, -4, 3, -5, -1
- O=C(NCC[C@H]1CC[C@H](NC(=O)C2CCC2)[C@@H](CO)O1)c1cnccn1
  8, -3, 0.7, -19, 47, 0, -4, -15
- CCOC(=O)C(C)NC(=O)Cn1ncc2c(=O)oc3ccc(C)cc3c21 (configuration not stated)
  -1, -5, 2.2, ., -7, 1, -2, -3
- CC(=O)Nc1ccc(N2C(=O)CSC2c2ccc([N+](=O)[O-])cc2)cc1 (configuration not stated)
  27*, 5, 0.2, 15, -10, -16, 0, 0
- O=C(O)c1cnn(-c2nc(-c3ccc(Br)cc3)cs2)c1C(F)(F)F
  -2, ., 0.1, 23, -6, -52, -8, -2
- COc1ccc(C2(c3ccc(OC)cc3)NC(=O)N(CC(=O)Nc3cc(C)on3)C2=O)cc1
  ., 3, 0.2, -1, 1, 12, -3, 6
- CCCCN1CC(C)(C)[C@H](CC(=O)Nc2ccccc2)C1=O
  -4, -1, 0.1, 3, 0, 15, -4, 2
- COc1cccc(/C=N/NC(=O)CCCC(=O)NC2CCCCC2)c1
  ., -7, 0.0, ., ., -16, ., 3
- Cc1ccc(CC2S/C(=C(/C#N)C(=O)N3CCOCC3)N(c3ccccc3)C2=O)cc1 (configuration not stated)
  1, 6, 0.1, 4, -1, 18, 1, .
- CC(=O)[C@H]1CCC2C3CC=C4C[C@@H](O)CC[C@]4(C)C3CC[C@@]21C (some centres not stated)
  ., 1, 0.0, -9, -5, ., -4, 1
- N#CCCN1CCN(S(=O)(=O)c2ccc(S(=O)(=O)NC3CC3)cc2)CC1
  ., ., 0.3, 1, -2, -8, -4, -1
- C[C@@H]1CN([C@@H](C)CO)C(=O)Cc2cc(N(C)C)ccc2O[C@H]1CN(C)Cc1ccc(C(=O)O)cc1
  -4, 20, -0.5, 19, 24, 2, 1, -1
- O=C(C[C@@H]1C[C@@H]2c3cc(NC(=O)C4CCOCC4)ccc3O[C@@H]2[C@H](CO)O1)NCc1ccncc1
  -8, 0, 0.2, 2, -7, -8, 0, 3
- COc1cc(NC(=O)c2cc3ccccc3cc2OC)ccc1NC(=O)c1cccs1
  -1, -11, 0.5, -35, -5, 16, -3, 3
- COc1cc(C)c(CN2CCC(Cc3ccccc3)CC2)cc1C
  -5, 0, 0.2, -9, -4, 32, -2, -9
- CCCn1c(=O)c2c(nc3n2CCCN3CCc2ccc(OC)c(OC)c2)n(C)c1=O
  -1, 2, 0.7, -3, -21, -2, 1, -2
- COc1ccc(-c2cc(=O)oc3c(C)c(OCC(=O)N[C@@H](Cc4ccc(O)cc4)C(=O)O)ccc23)cc1
  1, -1, ., -14, -8, -9, 1, 1
- CCc1ccc(C(O)(c2ccccc2OC)C(CN2CCOCC2)c2ccccc2)cc1 (configuration not stated)
  0, ., 0.0, ., 3, 18, -5, .
- COc1ccc(CCNc2ncnc3c2nnn3Cc2ccccc2)cc1OC
  -1, 3, 0.0, 14, -2, -3, -1, 1
- CCC(=O)N1[C@@H](CO)[C@@H](c2ccccc2)[C@@H]1CN(CC)C(=O)NC1CCCC1
  3, -13, 0.0, 5, -2, 0, -2, 50
- N#Cc1c(N)nc2c(c1-c1ccc(Br)s1)CCCC2
  ., -7, -0.1, ., ., -7, ., 1
- C[C@H]1CN([C@@H](C)CO)C(=O)c2cc(NC(=O)CCCCCC(=O)Nc3ccccc3N)ccc2O[C@H]1CN(C)CC1CCCCC1
  2, 5, 0.0, ., -7, -8, 0, .
- CCOC(=O)c1c(C)[nH]c(C)c1S(=O)(=O)N1c2ccccc2CC1C (configuration not stated)
  3, -17, 0.0, 10, 14, 9, 2, -2
- O=C(N1CCN(c2ccccc2)CC1)C12CC3CC(CC(C3)C1)C2
  -2, -1, ., -24, -1, ., 0, -1
- COc1cc(C(=O)N(C)Cc2cccc(OC)c2OC)ccc1OCC(=O)Nc1cccc(C(F)(F)F)c1
  -1, 13, 0.0, 6, -2, -4, 0, 4
- O=C(Nc1ccc(F)cc1)C1CC(=O)n2ncnc2N1 (configuration not stated)
  0, 7, 0.2, 14, -2, 4, 0, .
- C[C@H]1CN([C@@H](C)CO)C(=O)c2cc(NC(=O)Nc3cccc4ccccc34)ccc2O[C@H]1CN(C)CC1CCCCC1
  3, -12, 0.0, 62, -5, 2, 1, 3
- CCc1c(C)nc(SCC(=O)N2CCN(c3ccccc3)CC2)[nH]c1=O
  1, -4, 0.1, 2, -1, 7, -4, 6
- COc1ccc(N2CCN(C(=O)c3ccc(CNc4c(N5CCOCC5)c(=O)c4=O)cc3)CC2)cc1
  ., -4, 0.2, 3, 0, 4, ., 0
- Cc1cn(CCC(=O)Nc2ccccc2N2CCOCC2)c2ccccc12
  2, -5, 0.1, ., 3, -53, ., .
- COc1ccc(S(=O)(=O)Nc2ccc3c(c2)C(=O)N([C@H](C)CO)C[C@H](C)[C@H](CN(C)S(=O)(=O)c2ccc(OC)cc2)OCCCC[C@H](C)O3)cc1
  ., 2, 0.2, ., ., 19, ., 53
- CCc1nnc(NC(=O)CN2C(=O)c3ccccc3C2=O)s1
  ., 7, ., 3, ., 4, ., 1
- COc1ccc(S(=O)(=O)N(C)C[C@@H]2Oc3ccc(NC(=O)CCCN(C)C)cc3CC(=O)N([C@H](C)CO)C[C@H]2C)cc1
  0, 0, 0.0, -5, -6, 6, 0, -1
- CCC(=O)Nc1ccc2c(c1)C(=O)N(C)C[C@@H](OC)[C@@H](C)CN(C(=O)c1ccncc1)[C@@H](C)CO2
  -3, 5, 0.1, 1, -28, 1, 5, -1
- CCCCCn1c(=O)[nH]c2c(c1=O)CCC2
  ., -4, ., -5, ., -18, ., -1
- CCOc1ccc(C(=O)Nc2ccc3[nH]ncc3c2)cc1
  0, 2, 0.0, 2, -5, ., 4, -9
- O=S(=O)(c1ccc(Cl)cc1)N1CCCC(c2nc(-c3ccc(F)cc3)no2)C1 (configuration not stated)
  1, 6, 0.0, 3, 7, -1, 5, -7
- C[C@H](CO)N1C[C@H](C)[C@H](CN(C)Cc2ccc(Oc3ccccc3)cc2)Oc2ccc(NC(=O)Nc3ccc(C(F)(F)F)cc3)cc2CC1=O
  ., -8, 0.1, ?, ., -1, ., -5
- CCCCCN1C=CC(=C2C(=O)c3ccccc3C2=O)C=C1
  3, 11, 0.3, ., 17, 104*, 1, .
- COc1ccc(OC)c(-c2cc(C(=O)Nc3sc4c(c3C#N)CCC(C)C4)c3ccccc3n2)c1 (configuration not stated)
  ., 8, ., 7, ., 4, ., -3
- CC(NC(=O)C(=O)N/N=C\c1cccc([N+](=O)[O-])c1)c1ccccc1 (configuration not stated)
  -3, ., 0.1, ., -1, -1, -1, .
- CCn1ncc(CN2CCCC(C(=O)c3cccc(OC(C)C)c3)C2)c1C (configuration not stated)
  -2, ., 0.4, 3, 4, 5, -5, 1

# Screening results as filed in PubChem.

# Not all compounds are listed; the hit share may differ from the screen's.
